# Assay outcomes (PubChem BioAssay)
# bovine MsrA act: bovine methionine sulfoxide reductase A activation. purified bovine MsrA, absorbance read-out. activation, % at 10.6 µM. hit rate 0.3% among 360,000; in the data active = activation above about 7.5%;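 note: 0% = vehicle and 100% = reference activator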
# CendR NRP1 mod: NRP-1/CendR interaction modulation; AID 602438; FAM-RPARPAR peptide binding to NRP-1, fluorescence polarization; hit rate 0.85% among 360,000; O14786; inhibition, % at 25 µM;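 active = inhibition or corrected inhibition above about 18%, plus a signal ratio from 0.5 to 1.5, limit read from the data, passing the limit was not always enough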; note: strong numbers were not always called active
# MT1-MMP act inh: inhibitors of human MT1-MMP activation; GFP/RFP ratio change, % at 20 µM; AID 651647; HT1080 RFP-PRO-GFP cells, GFP/RFP ratio fluorescence, overnight; percent of plate control window, DMSO zero; hit rate 0.061% among 360,000; P50281;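 active = GFP/RFP ratio change of at least 30% with cell ATP level not reduced by more than half and red fluorescence within 50% of control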; note: strong numbers were not always called active
#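 Compound: 20 µM single dose, 1% DMSO / System: HT1080 RFP-PRO-GFP cells / Controls: DMSO and RFP-L50D-GFP cell wells / Read-out basis: GFP/RFP fluorescence ratio / Schedule: overnight compound exposure at 37 °C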
# PABP1 MLLE inh: inhibitors of microRNA-mediated deadenylation, human PABP1 MLLE binding; P11940; GST-MLLE / FITC-PAM2 fluorescence polarization; inhibition, % at 20 µM; hit rate 0.36% among 360,000; AID 588489; in the data active = inhibition above about 35%, passing the limit was not always enough;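 note: plate controls were DMSO wells with GST-MLLE for no effect and wells lacking GST-MLLE protein for full effect; some results filed as inactive read as strong as hits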
# Target sequence (P11940 whole entry, looked up): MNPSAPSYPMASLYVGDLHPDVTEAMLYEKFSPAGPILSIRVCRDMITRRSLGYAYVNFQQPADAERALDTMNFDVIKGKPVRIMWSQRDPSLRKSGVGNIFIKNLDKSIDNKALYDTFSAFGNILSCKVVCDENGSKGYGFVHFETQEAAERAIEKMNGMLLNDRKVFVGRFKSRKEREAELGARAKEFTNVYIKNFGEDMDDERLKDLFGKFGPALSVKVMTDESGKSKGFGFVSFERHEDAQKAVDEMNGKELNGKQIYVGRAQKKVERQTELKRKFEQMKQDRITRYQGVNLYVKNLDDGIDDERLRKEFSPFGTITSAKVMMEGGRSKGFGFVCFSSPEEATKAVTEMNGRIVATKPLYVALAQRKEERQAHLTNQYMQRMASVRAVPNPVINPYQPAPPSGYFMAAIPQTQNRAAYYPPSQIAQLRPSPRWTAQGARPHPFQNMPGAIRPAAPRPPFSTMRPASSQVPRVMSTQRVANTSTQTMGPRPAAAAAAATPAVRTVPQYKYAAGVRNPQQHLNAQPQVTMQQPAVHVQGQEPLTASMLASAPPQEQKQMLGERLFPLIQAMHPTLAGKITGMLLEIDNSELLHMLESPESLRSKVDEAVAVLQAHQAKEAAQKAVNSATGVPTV
# FAS TE block: inhibitors of human fatty acid synthase thioesterase domain; P49327; recombinant FAS-TE, OMFH fluorogenic substrate, fluorescence endpoint; inhibition, % at 15 µM; hit rate 0.67% among 360,000;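 active = compounds whose normalised, plate-corrected inhibition of enzyme fluorescence in the single-dose primary screen is 50% or more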;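 note: 0% = DMSO with enzyme and 100% = substrate without enzyme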
# TbMetRS inhib: blocks T. brucei methionyl-tRNA synthetase activity; purified T. brucei MetRS, ATP depletion, Kinase-Glo luminescence; inhibition, % at 11.9 µM; hit rate 0.4% among 360,000; AID 624268;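 active = inhibition above a per-plate cutoff of the control wells' mean inhibition plus 3 SD, cut at about 5.5% in these data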;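 note: 0% = DMSO wells median and 100% = median of wells with control inhibitor compound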
#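 Material: T. brucei methionyl-tRNA synthetase, purified; reagent: substrates ATP, L-methionine and bulk Escherichia coli tRNA; dosing: 11.9 µM single point; timing: 15 min plus 2 h at 25 °C; detection: luminescence of leftover ATP; evaluation: % inhibition; control set: DMSO-only wells as low control; replicates: singlicate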
# eLon inh: inhibitors of E. coli Lon protease; P0A9M0; purified E. coli Lon protease, fluorescence polarization; inhibition, % at 7.94 µM; hit rate 0.42% among 360,000; AID 602123; in the data active = inhibition above about 13%, passing the limit was not always enough;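 note: 0% = enzyme with probe and DMSO and 100% = no enzyme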
# SKN-1 inh: blocks SKN-1 activity in C. elegans. C. elegans VP596 Pgst-4::GFP/RFP ratio, acrylamide-induced, 24 h. inhibition, % at 21.8 µM. hit rate 0.49% among 360,000;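 active = interference check ratio from 0.5 to 1.5 plus GFP to RFP signal ratio inhibition reaching or exceeding a fixed threshold, cut at about 30% in these data, passing the limit was not always enough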; note: some compounds called inactive have numbers as strong as hits
# MsrA inh: inhibitors of bovine MsrA | purified bovine MsrA, absorbance read-out | inhibition, % at 15.5 µM | hit rate 0.75% among 360,000 | AID 651718; in the data active = inhibition above about 4.5%;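 note: 0% = vehicle wells with enzyme and 100% = reference inhibitor wells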
# * = called active by the depositor; nt = no result given.
SMILES,bovine MsrA act,CendR NRP1 mod,MT1-MMP act inh,PABP1 MLLE inh,FAS TE block,TbMetRS inhib,eLon inh,SKN-1 inh,MsrA inh
CC(C)N(C(=S)NCc1ccccc1)c1ccccc1,-2,4,-4,-99,4,0.8,-6,-5,0.9
O=C(CCCc1c[nH]c2ccccc12)N[C@@H](Cc1c[nH]c2ccccc12)C(=O)O,-6,4,-1,2,1,-1.0,4,-1,-1.1
Cc1cccc(NC(=O)c2ccc(NS(=O)(=O)c3c(C)noc3C)cc2)c1,2,11,17,-3,0,-0.3,3,9,-0.4
CCOC(=O)c1c(C)[nH]c(C(=O)COC(=O)COc2ccccc2C=O)c1C,-2,-8,-5,-4,-2,0.3,2,11,0.3
CC(C)C(O)(C#CCN1CCCCC1)c1ccccc1 (stereo unspecified),-2,-9,-1,-4,-6,-0.9,-7,0,0.9
O=C(CNC(=O)c1ccccc1Br)N/N=C/c1ccccc1O,-2,2,0,3,1,1.1,-3,2,1.4
COc1ccccc1C1=NOC(Cn2c(NCCOCCO)nc3c2c(=O)n(C)c(=O)n3C)C1 (stereo unspecified),-7,4,0,-1,-5,-0.5,0,-9,-0.8
COc1nc2ccccc2c(=O)n1OCC(C)C,-3,4,3,-3,-3,-0.5,-2,2,0.6
CC(C)Cc1nc(SCC(=O)Nc2ccc(S(N)(=O)=O)cc2)n[nH]1,-4,-4,1,-5,-8,-0.8,0,1,-1.3
COCc1c(C#N)c(NCCc2ccc(F)cc2)nc(C)c1[N+](=O)[O-],-7,-8,-4,6,24,-0.8,-3,9,0.2
COCCCn1c(=O)/c(=C\c2cccc(OC)c2OC)s/c1=C(/C#N)C(=O)Nc1ccc(C(=O)O)cc1,0,-73,-52,-84,3,0.3,-7,-7,2.3
COCCCNc1ncnc2ccc(C)cc12,-5,-7,4,0,-2,0.3,0,-20,1.5
COc1ccccc1Nc1nc(C)nc2c1oc1ccccc12,-2,2,0,-5,5,-0.1,3,5,1.6
Cc1ccc(S(=O)(=O)N2CCC(=O)N([C@H](COCc3ccccc3)Cc3ccccc3)CC2)cc1,-9,-16,-7,nt,21,-2.0,-9,15,1.7
O=C(N/N=C/c1ccccn1)c1[nH]c2ccc([N+](=O)[O-])cc2c1-c1ccccc1,-3,-6,0,4,-24,-0.2,3,4,1.6
COc1cc(/C=C/C(=O)OCC(=O)Nc2ccccc2Sc2ccc(Cl)cc2)ccc1O,-4,12,-5,-5,29,-0.5,-3,-6,0.1
C[C@]12c3[nH]c4cc(-c5ccco5)ccc4c3CCN1C(=O)[C@@H](CC(=O)NCCN1CCOCC1)C[C@@H]2C(=O)N1CCOCC1,-7,-10,3,-9,-10,-0.6,-12,-3,0.5
Cc1noc(C)c1CS(=O)(=O)c1ccc(Br)cc1,-2,6,13,-7,-8,-0.8,-5,3,-0.3
C[C@@H](c1ccccc1)N1C[C@@H](COCc2ccccc2)Oc2cc(N3CC[C@@H](O)C3)ccc2S1(=O)=O,-1,7,0,nt,18,-0.9,-10,5,-1.2
CN1CCN(C(=O)C(N)Cc2ccccc2)CC1 (stereo unspecified),-2,-2,1,-20,-5,0.1,4,4,-0.3
Cc1cccc(C)c1NC(=O)C(c1cccc2ccccc12)n1c(=O)c(-c2ccco2)nc2ccccc21 (stereo unspecified),nt,-79,-9,nt,nt,0.6,nt,6,-0.2
O=C(CN1C(=O)NC2(CCc3ccccc3C2)C1=O)NCc1ccco1 (stereo unspecified),-1,16,-2,-1,-2,-0.4,-4,-9,-0.5
CN(C)S(=O)(=O)c1cccc(C(=O)NCC2(N3CCOCC3)CCCCC2)c1,-7,10,2,-19,-5,-0.9,0,-9,0.2
CCOC(=O)c1cc(NC(=O)CCC(=O)O)ccc1N1CCCCC1,-5,8,-3,1,-5,-0.1,7,17,0.9
COC(=O)[C@@]1(Sc2ccc(C)cc2)CC(=O)N(c2ccc(Cl)cc2)[C@@H]1c1ccccc1,-3,-8,-5,nt,22,0.2,11,-3,-0.9

# Laid out differently: 2 of the compounds above.
# Order of results: bovine MsrA act	CendR NRP1 mod	MT1-MMP act inh	PABP1 MLLE inh	FAS TE block	TbMetRS inhib	eLon inh	SKN-1 inh	MsrA inh
- CC(C)Cc1nc(SCC(=O)Nc2ccc(S(N)(=O)=O)cc2)n[nH]1
→ -4	-4	1	-5	-8	-0.8	0	1	-1.3
- COCc1c(C#N)c(NCCc2ccc(F)cc2)nc(C)c1[N+](=O)[O-]
→ -7	-8	-4	6	24	-0.8	-3	9	0.2

# More records.
SMILES,bovine MsrA act,CendR NRP1 mod,MT1-MMP act inh,PABP1 MLLE inh,FAS TE block,TbMetRS inhib,eLon inh,SKN-1 inh,MsrA inh
CCc1ccc(OCCNC(=O)c2ccccc2SCc2ccc(F)cc2)cc1,2,8,-3,-6,26,-0.2,-10,-20,1.6
Cc1cc(N2CCN(c3nnnn3-c3ccccc3)CC2)n2ncnc2n1,-3,4,1,6,-2,-0.3,3,0,-1.4
Cc1ccc2nnc(Cl)n2n1,-2,0,2,4,2,-0.2,-4,1,-0.1
CCN(CC)S(=O)(=O)c1ccc(OC)c(NC(=O)CSc2cc(C)ccc2C)c1,1,-6,2,-2,25,-0.2,-10,-8,0.5
CC(C)CC(c1nnnn1Cc1cccs1)N1CCN(c2nc3ccccc3s2)CC1 (stereo unspecified),-5,6,-13,7,27,-0.2,-16,6,0.5
CC(C)c1cccc(C(C)C)c1NC(=O)COC(=O)c1ccc(OCC(=O)Nc2cccc(C(F)(F)F)c2)cc1,-6,1,3,-11,29,-1.5,-14,-9,-0.4
O=C1CC(C2CCCO2)C(=O)N1Cc1ccccc1 (stereo unspecified),-11,-1,-1,-10,-2,-1.0,-3,-8,-0.6
O=C(COc1ccccc1)Nc1ccc(S(=O)(=O)Nc2ccccn2)cc1,-2,8,1,28,-4,-0.2,-16,26,0.9
CCOC(=O)c1nc(Nc2ccc(C(C)=O)cc2)c2ccccc2n1,-5,-3,5,1,-5,-0.1,-4,-2,3.5
CSc1nc2ccc(NC(=O)c3c(F)cccc3F)cc2s1,-4,4,3,-12,6,0.1,-10,-3,1.6
Cc1nn(-c2ccccc2)c(N)c1C1(O)C(=O)N(C(C)C)c2ccccc21 (stereo unspecified),-3,2,1,4,-5,-0.4,-5,11,-1.0
Nc1nc(OCc2ccccc2)c2[nH]cnc2n1,0,-4,4,-10,-5,-0.3,-11,5,1.1
CCCc1nnc(SCC(=O)N2CCCC(C)C2)n1CCOC (stereo unspecified),-5,-1,2,1,-8,-1.0,-7,1,-1.0
COc1cccc(OC)c1C(=O)Nc1ccc(S(=O)(=O)N2CCCCC2)cc1,-6,12,3,9,-4,-0.7,-12,1,0.0
CCn1c(O)c(C=NC2CCCC2)sc1=S,-4,-5,10,14,3,0.0,2,-2,1.9
O=C(C1=C(c2ccccc2)C(=O)c2ccccc2C1=O)c1ccccc1,-1,-1,-47,6,20,-0.2,6,1,72*
CCCNC(=O)NC(=O)COC(=O)c1oc2ccc(OCC)cc2c1C,-2,15,6,-1,-1,-0.3,4,16,0.6
COc1ccc(C2c3ccc(O)cc3Oc3ncn(Cc4ccco4)c(=N)c32)cc1OC (stereo unspecified),-3,-39,-20,-9,-13,0.2,-16,-17,-0.8
CC[C@]12c3[nH]c4ccccc4c3CCN1C(=O)C(CC(=O)NCCN1CCOCC1)C[C@@H]2C(=O)N1CCN(C(=O)C2CC2)CC1 (stereo partly specified),-2,7,0,3,-7,0.2,-8,9,-1.0
Cc1cccc(Oc2nc(-c3ccncc3)nc3ccccc23)c1,-3,-3,-6,-11,23,-0.3,2,0,-0.9
COc1ccc(NC(=S)NCc2ccc(S(N)(=O)=O)cc2)cc1OC,-2,-4,-5,6,-4,0.3,9,2,0.5
CSCCC(NC(=O)c1ccc(Cl)cc1Cl)C(=O)OC1CCCCC1=O (stereo unspecified),-3,0,0,8,4,-0.3,2,-8,0.1
CN1CCN(C(=O)c2ccc(CN(c3ccccc3)S(=O)(=O)c3ccccc3)cc2)CC1,0,17,-5,1,-2,0.4,6,2,-1.6
CC(C)C[C@@H](COCc1ccc(Cl)cc1)N1CCN(C(=O)c2ccc(C(F)(F)F)cc2)CCC1=O,2,5,-3,nt,20,-0.3,4,8,-0.3
O=C(CSc1ncc(C(F)(F)F)cc1Cl)N1CCN(S(=O)(=O)c2ccc3ccccc3c2)CC1,-5,-12,-2,-5,24,-0.4,1,6,0.2
# (next part)
SMILES,bovine MsrA act,CendR NRP1 mod,MT1-MMP act inh,PABP1 MLLE inh,FAS TE block,TbMetRS inhib,eLon inh,SKN-1 inh,MsrA inh
Cc1cc(C)cc(C(=O)NCC(=O)OCC(=O)NC2CCCc3ccccc32)c1 (stereo unspecified),0,-120,-4,11,3,-0.2,-6,0,-0.8
O=C(Nc1ccccc1F)c1ccccc1C(=O)Nc1ccccc1F,-5,-1,3,-9,-3,-0.3,8,4,0.3
O=c1cc(-c2ccccc2Cl)oc2c(NS(=O)(=O)c3cc(Cl)cc(Cl)c3O)ccc(O)c12,-2,-50,-42,-3,68*,-0.2,-17,4,nt
Cc1cccc(OCC(=O)O/N=C(\N)c2ccncc2)c1,-2,-7,2,1,-4,-0.3,-3,11,0.8
COC(=O)CC1C(=O)NCCN1C(=O)CSc1nnnn1-c1ccc(OC)cc1 (stereo unspecified),-1,0,2,2,-1,-1.0,4,9,0.2
Cc1ccc2nc(-c3ccc(NC(=O)COC(=O)c4ccc([N+](=O)[O-])o4)cc3)sc2c1,-5,13,4,2,-8,-0.4,9,-1,-1.5
Cc1ccc(CNC(=O)c2cc(-c3ccccc3)n(Cc3cc(C)no3)n2)cc1,-3,0,1,-11,16,-0.2,-11,9,-0.5
Cc1occc1-c1nc(-c2ccccn2)no1,3,3,-2,3,-4,-1.3,-7,-3,1.7
CCn1c(SCC(=O)N2CCCCC2)nc2c([nH]c3ccccc32)c1=O,-5,-8,-4,-15,-8,0.1,0,1,-0.6
COc1ccc(-n2cc([N+](=O)[O-])c(=O)c3ccc(Cl)cc32)cc1,-2,-8,2,-3,-2,0.2,3,4,-1.1
CC1CC2(CCCC2)N(C(=O)N(C)C)c2ccc(F)cc21 (stereo unspecified),-2,-3,2,-3,-1,-0.4,-9,11,-1.5
O=C(/C=C/c1ccc(OCCCF)cc1)Nc1ccnc(-c2ccncc2)n1,0,7,7,-9,1,-0.7,-2,-11,0.0
CC(=O)Nc1ccc(S(=O)(=O)NCCCc2ccccc2)cc1,-4,10,3,-7,-4,-0.4,5,13,-1.8
O=C(COc1ccc(F)cc1Br)NCCCN1CCCC1=O,-6,-8,4,-3,-3,-0.2,11,16,-0.4
CCOCC(=O)Nc1cccc(Br)c1,-2,3,-2,22,-1,-1.7,1,37*,-0.7
c1ccc(CN2CCN(C(c3ccccc3)c3ccccc3)CC2)cc1,1,-6,-3,-5,19,-1.4,5,0,-0.2
O=C1NC2(CCCCC2)C(=O)N1CCS(=O)(=O)Oc1ccccc1,-4,-11,0,0,-2,-1.2,5,-1,-1.1
CC(/C=N/NC(=O)Cc1cc(=O)[nH][nH]1)=C\c1ccccc1,-6,8,5,-10,-31,0.0,1,-19,0.5
CCCCNC(=S)N(C)/N=C/c1c(C)[nH]c2ccccc12,-5,-72,-3,-165,-2,-0.1,-67,13,1.0
